APJ agonist – agonists of human apelin receptor APJ, primary screen, CHO-K1 cells, PathHunter beta-arrestin, luminescence; activation, % at 20 µM; AID 2520, 2010; 0.11% of 330,000 active; 0% DMSO wells, 100% apelin;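 active means activation more than six SD over the plate average, tested at 20 µM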;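 further: 0% = DMSO alone and 100% = apelin-13 at 10 nM; some results filed as inactive read as strong as hits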
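Material: CHO-K1 APJ beta-arrestin complementation cell line; Input: cell density 1000 per well; Incubation: compound stimulation 90 min at 25 °C, detection 60 min; Signal: luminescence from split beta-galactosidase complementation, Galacton Star/Emerald II substrate; Controls: DMSO-only wells as negative, 10 nM Apelin-13 as positive control.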
tim23-1 inh – growth inhibitors of tim23-1 mutant yeast, primary screen, luminescence, uHTS. S. cerevisiae tim23-1 growth, BacTiter-Glo luminescence, 24 h. inhibition, % at 20 µM. 1.3% of 330,000 active;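 active means growth inhibition of the mutant yeast at or above 50%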;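 further: temperature-sensitive mutant grown at 25 °C; plate controls were DMSO-treated mutant yeast for no effect and medium wells lacking yeast for full effect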
CCR6 antag – CCR6 receptor antagonists, primary screen, cell-based, CHO-K1, luminescence, beta-arrestin, uHTS; C-C chemokine receptor type 6 (Homo sapiens), P51684; CHO-K1 CCR6 PathHunter beta-arrestin, CCL20-stimulated; inhibition, % at 20 µM; 0.49% of 340,000 active;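 active means compounds whose inhibition of the agonist-driven luminescence signal at 20 µM reaches about 50%, limit read from the data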;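 further: cells stimulated with CCL20 at 14 nM final; plate controls were DMSO with CCL20 for no effect and DMSO without agonist for full effect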
Target sequence (P51684 whole entry, looked up): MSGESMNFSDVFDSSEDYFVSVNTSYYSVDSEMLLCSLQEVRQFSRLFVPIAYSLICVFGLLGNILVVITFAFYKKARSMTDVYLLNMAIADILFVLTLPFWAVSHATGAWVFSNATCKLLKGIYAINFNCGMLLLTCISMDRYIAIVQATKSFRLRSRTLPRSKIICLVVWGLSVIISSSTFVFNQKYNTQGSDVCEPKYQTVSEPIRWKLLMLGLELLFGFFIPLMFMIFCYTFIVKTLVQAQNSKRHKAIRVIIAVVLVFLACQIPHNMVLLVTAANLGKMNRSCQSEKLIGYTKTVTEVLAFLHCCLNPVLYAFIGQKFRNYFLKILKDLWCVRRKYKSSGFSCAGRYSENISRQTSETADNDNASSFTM
CHOP UPR activ – activators of apoptotic CHOP UPR arm, primary screen, cell-based, CHO-CHOP luciferase reporter, luminescence, uHTS; activation, % at 10 µM; UPR activation; percent of tunicamycin response over DMSO baseline; 0.34% of 330,000 active;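 active means at 10 µM dose, activation of 40% or more, normalized to positive control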;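 further: 100% = tunicamycin at 10 µg/mL and 0% = DMSO alone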
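measured by = luciferase luminescence | assay system = CHO-CHOP cells, stable luciferase reporter of PERK-eIF2a-CHOP signalling | amount = 500 reporter cells seeded per well | timing = 6 h compound exposure at 37 °C after overnight seeding | controls = positive tunicamycin 10 µg/mL, negative DMSO alone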
Mdm2 MdmX PPI – inhibitors of human Mdm2-MdmX association, primary screen, cell-based, luminescence, split luciferase, SaOS-2, uHTS. 3% of 330,000 active. Protein Mdm4 (Homo sapiens) + E3 ubiquitin-protein ligase Mdm2 (Homo sapiens), …. SaOS-2 split-luciferase Mdm2/MdmX complementation. AID 485346, 2010. inhibition, % at 8 µM;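 active means inhibition of at least 50% at 8 µM in the primary screen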
UPR XBP1 act – activators of adaptive XBP1 UPR arm, primary screen, cell-based, CHO-XBP1 luciferase reporter, luminescence, uHTS | activation, % at 20 µM | 0.33% of 330,000 active | IRE1-XBP1 UPR activation; percent of tunicamycin response, DMSO as zero | AID 463104, 2010;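 active means versus positive control, 20 µM dose yields 30% or more activation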;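 further: 100% = tunicamycin at 10 µg/mL and 0% = DMSO only wells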
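Material – CHO cell line with stable XBP1 luciferase reporter · Buffer or medium – F12 plus 10% FBS · Compound – single point, 20 µM final compound, 1% DMSO · Schedule – 16-18 h cell attachment at 37 °C, then 6 h compound exposure · Signal – Steady-Glo luminescence read · Benchmarks – high control tunicamycin 10 µg/mL final, low control DMSO vehicle only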
EBI2 antag – EBI2 receptor antagonists, beta-arrestin recruitment, primary screen, cell-based, luminescence, 7a,25-OHC stimulation, uHTS; 7a,25-OHC stimulated; inhibition, % at 5 µM; AID 651636, 2012; 0.81% of 360,000 active; in the data active means inhibition above about 38%;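 further: enzyme fragment complementation signal reports receptor beta-arrestin coupling in cells; 0% = agonist plus DMSO wells and 100% = wells without agonist; some results beyond the cut were filed as inactive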
Target sequence (P32249 whole entry, looked up, the tested form may be a part): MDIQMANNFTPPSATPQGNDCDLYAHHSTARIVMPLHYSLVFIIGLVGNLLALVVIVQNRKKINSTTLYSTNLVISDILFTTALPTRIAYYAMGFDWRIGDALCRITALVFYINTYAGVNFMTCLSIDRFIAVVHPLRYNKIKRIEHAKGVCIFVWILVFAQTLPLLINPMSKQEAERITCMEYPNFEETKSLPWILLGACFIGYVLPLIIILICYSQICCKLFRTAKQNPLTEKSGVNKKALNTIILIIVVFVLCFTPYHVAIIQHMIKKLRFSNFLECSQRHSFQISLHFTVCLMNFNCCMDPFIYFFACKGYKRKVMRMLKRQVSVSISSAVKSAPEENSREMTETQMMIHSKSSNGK
APJ antag – antagonists of human apelin receptor APJ, primary screen, CHO-K1 cells, beta-arrestin complementation, luminescence | 0.32% of 330,000 active | P35414 | inhibition, % at 20 µM | AID 2521, 2010;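 active means inhibition above about 40% at 20 µM, limit read from the data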;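 further: cells challenged with 10 nM apelin-13 agonist together with compound; plate controls were apelin-13 plus DMSO wells for no effect and DMSO wells lacking apelin-13 for full effect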
CXCR6 inh – CXCR6 receptor inhibitors, primary screen, cell-based, beta-arrestin, luminescence, CHO-K1 PathHunter, 1536-well. C-X-C chemokine receptor type 6 (Homo sapiens), O00574. inhibition, % at 20 µM. 0.36% of 360,000 active. AID 602244, 2012; in the data active means inhibition above about 34%, passing the limit was not always enough;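 further: antagonist mode with CXCL16 agonist at 10 nM final; 0% = 10 nM CXCL16 with DMSO and 100% = unstimulated wells without agonist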
Target sequence (O00574 whole entry, looked up): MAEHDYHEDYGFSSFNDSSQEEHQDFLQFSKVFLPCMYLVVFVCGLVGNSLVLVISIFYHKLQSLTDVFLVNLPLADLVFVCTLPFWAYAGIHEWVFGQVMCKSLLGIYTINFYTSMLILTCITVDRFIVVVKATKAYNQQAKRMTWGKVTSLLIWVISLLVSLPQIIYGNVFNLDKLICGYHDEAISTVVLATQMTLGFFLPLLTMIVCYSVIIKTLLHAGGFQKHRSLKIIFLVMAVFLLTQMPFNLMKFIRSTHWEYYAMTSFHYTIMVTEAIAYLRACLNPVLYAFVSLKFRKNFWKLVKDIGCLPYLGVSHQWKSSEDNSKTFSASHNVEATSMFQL
Numbers without * were called inactive; . = no result given. An excerpt; count on the stated rates, not on these rows.

No.	molecule	APJ agonist	tim23-1 inh	CCR6 antag	CHOP UPR activ	Mdm2 MdmX PPI
1	Cc1sc2nc(CSC(C)C(=O)Nc3ccc(Cl)cn3)[nH]c(=O)c2c1C (stereo not given)	-3	-5	-4	0.0	-6
2	CN(C)CCN(Cc1cc2cc3c(cc2[nH]c1=O)OCO3)C(=S)NCC1CCCO1 (stereo not given)	-2	12	12	-1.8	-2
3	COc1ccccc1NC(=O)N1CCCC1C(=O)NCc1ccccc1Cl (stereo not given)	-5	6	19	0.8	14
4	COc1ccc(C(=O)Nc2ccc3c(c2)CCCN3C(=O)c2cccs2)c(OC)c1	3	19	9	4.4	34
5	Cc1ccc(SCCC(=O)Nc2ccccc2Br)cc1	-4	26	0	3.4	17
6	COc1ccc(S(=O)(=O)N2CCN(C(=O)c3c(C)nn(-c4ccccc4)c3Cl)CC2)cc1	1	22	12	0.6	-4
7	CC(C)c1ccc(NC(=O)CSC(C)c2nc3ccccc3c(=O)[nH]2)cc1 (stereo not given)	-4	18	-1	-0.5	13
8	O=[N+]([O-])c1ccccc1CN1CCN(Cc2ccc3ccccc3c2)CC1	7	16	22	1.1	-5
9	COc1ccc(C(=O)Nc2cc(C(F)(F)F)ccc2-n2cnc3ccccc32)cc1	-1	29	2	1.0	27
10	Clc1ccc(CSc2nnc(-c3ccncc3)s2)cc1	-2	19	0	-0.3	16

No.	UPR XBP1 act	EBI2 antag	APJ antag	CXCR6 inh
1	-2	2	20	4
2	-2	0	-2	-1
3	-2	-3	21	-2
4	-2	21	20	1
5	9	-1	-13	-4
6	2	-8	10	-8
7	-2	1	-1	-10
8	-5	7	19	2
9	3	3	-1	-5
10	5	6	11	0

Remaining list, next part
No.	molecule	APJ agonist	tim23-1 inh	CCR6 antag	CHOP UPR activ	Mdm2 MdmX PPI
11	CC(C)NCC(=O)Nc1c2c(nc3ccccc13)CCC2	0	4	4	0.7	-16
12	O=C(Nc1ccccc1)c1ccccc1C(=O)N1CCCCC1	-3	4	7	1.1	27
13	COc1ccc(C(=O)OCC(=O)NC2CCCCCC2)cc1OC	1	20	3	0.7	28
14	CC(C)N(C(=O)[C@H]1C[C@H](CC(=O)NCC23CC4CC(CC(C4)C2)C3)C(=O)N2CCc3c([nH]c4ccc(Cl)cc34)[C@]12C)C(C)C	.	38	16	9.4	92*
15	COc1ccc(-c2c(-c3cc(OC)cc(OC)c3)n(C)c3ccc(-c4ccc(OC)nc4)cc23)cc1	-3	4	9	0.1	39
16	O=C(CN1C(=O)c2ccccc2C1=O)OCCOCCN=C1NS(=O)(=O)c2ccccc21	-1	-6	3	0.9	17
17	COc1ccccc1NS(=O)(=O)c1cc(NC(=O)c2cccc(S(=O)(=O)N(C)C)c2)ccc1N1CCOCC1	3	21	14	0.5	25
18	CCC(OC(=O)c1cccs1)C(=O)NCc1ccco1 (stereo not given)	-22	5	-4	-2.6	9
19	CCCC(C)NC(=O)c1nc(-c2ccccc2)n(-c2ccccc2)n1 (stereo not given)	-3	25	20	-1.9	-8
20	CCCS(=O)(=O)N1CCN(Cc2ccc(OCc3ccccc3)c(OC)c2)CC1	0	16	-6	-1.5	4

No.	UPR XBP1 act	EBI2 antag	APJ antag	CXCR6 inh
11	-1	-2	7	6
12	-2	2	8	-2
13	0	-16	4	5
14	39*	3	.	4
15	-1	12	17	5
16	18	6	12	7
17	1	12	-9	0
18	-1	-9	3	2
19	1	-10	10	3
20	-3	2	-14	-4

(continued)
No.	molecule	APJ agonist	tim23-1 inh	CCR6 antag	CHOP UPR activ	Mdm2 MdmX PPI
21	CCCCN(C(=O)CC1CCCC1)c1c(N)n(CCC)c(=O)[nH]c1=O	-2	4	18	1.0	-5
22	CC(C)NC(=O)c1ccccc1NC(=O)Cc1ccc(Cl)cc1	1	-3	-7	-0.4	15
23	CCOC(=O)C1CCN(S(=O)(=O)c2ccc3c4c(cccc24)C(=O)N3)CC1	8	12	1	-1.5	14
24	O=C1c2ccccc2C(=O)N1CCSc1nc2ccccc2c(=O)n1CCCN1CCOCC1	-3	6	15	-2.1	14
25	O=C(C1CCN(S(=O)(=O)c2cccnc2)CC1)N1CCN(c2ccc(Cl)cc2)CC1	-3	10	-2	-1.5	13
26	Cc1cccc(C)c1OCc1cc(C(=O)N2CCN(c3ccccn3)CC2)no1	-3	21	15	7.4	-23
27	Cc1ccc(S(=O)(=O)N2[C@@H](c3ccccc3)C(C(=O)O)=CC[C@H]2c2ccc(Cl)cc2)cc1	-5	6	8	-0.1	-9
28	COc1ccccc1/C=N\Nc1ccccc1[N+](=O)[O-]	-5	13	26	8.4	-168
29	Cc1oc(-c2ccccc2)nc1CC(=O)O	-4	-3	2	-0.3	-2
30	COc1ccc(N2C(=O)CCC(C(=O)O)C2c2ccccc2OC)cc1 (stereo not given)	-1	4	-2	-1.6	6

No.	UPR XBP1 act	EBI2 antag	APJ antag	CXCR6 inh
21	2	-1	18	1
22	-2	0	8	6
23	0	4	5	3
24	4	10	9	0
25	1	29	-1	-17
26	1	-5	8	6
27	1	0	3	0
28	4	14	17	18
29	-1	-6	-10	0
30	0	-1	11	4

One compound at a time (already shown):
Profile of Cc1cccc(C)c1OCc1cc(C(=O)N2CCN(c3ccccn3)CC2)no1 = APJ agonist = -3; tim23-1 inh = 21; CCR6 antag = 15; CHOP UPR activ = 7.4; Mdm2 MdmX PPI = -23; UPR XBP1 act = 1; EBI2 antag = -5; APJ antag = 8; CXCR6 inh = 6
Profile of CCCCN(C(=O)CC1CCCC1)c1c(N)n(CCC)c(=O)[nH]c1=O = APJ agonist = -2; tim23-1 inh = 4; CCR6 antag = 18; CHOP UPR activ = 1.0; Mdm2 MdmX PPI = -5; UPR XBP1 act = 2; EBI2 antag = -1; APJ antag = 18; CXCR6 inh = 1
Profile of CC(C)NC(=O)c1ccccc1NC(=O)Cc1ccc(Cl)cc1 = APJ agonist = 1; tim23-1 inh = -3; CCR6 antag = -7; CHOP UPR activ = -0.4; Mdm2 MdmX PPI = 15; UPR XBP1 act = -2; EBI2 antag = 0; APJ antag = 8; CXCR6 inh = 6

More compounds follow.
No.	molecule	APJ agonist	tim23-1 inh	CCR6 antag	CHOP UPR activ	Mdm2 MdmX PPI
31	CCc1ccc(OCCCC(=O)Nc2ccc(N3CCOCC3)cc2)cc1	0	-5	3	1.5	29
32	N#Cc1c(Cl)cccc1N1CCC(C(N)=O)CC1	2	8	7	0.4	14
33	CCOC(=O)C1CCN(C(C(=O)NC2CCCC2)c2ccc(C)cc2)CC1 (stereo not given)	-3	18	-9	-0.6	-19
34	O=C(c1nsc(Cl)c1Cl)N1CCCCC1	-3	-35	-4	0.1	20
35	COc1ccc(NC(=O)CN2CCN(c3ccc(F)cc3)CC2)cc1	-1	6	6	-2.1	-11
36	Cc1nc2c(-c3ccccc3)c(C)[nH]n2c(=O)c1Cc1ccccc1	-3	5	19	2.0	22
37	CS(=O)(=O)N1CCN(c2ccccc2NC(=S)NC(=O)c2ccccc2[N+](=O)[O-])CC1	1	1	15	-1.0	13
38	CCOC(=O)CC1(NC(=O)C2CCC(=O)N(CCc3ccc(OC)cc3)C2)CCCCC1 (stereo not given)	3	9	18	1.5	5
39	COCCN(C(=O)c1ccc(OC2CCN(S(=O)(=O)N(C)C)CC2)cc1)C(C)C	-3	-1	3	-2.7	-7
40	CC(C)=CCCC(C)CN1CCC(N2CCC(C(=O)N3CCOCC3)CC2)CC1 (stereo not given)	-2	-9	-2	-0.3	22

No.	UPR XBP1 act	EBI2 antag	APJ antag	CXCR6 inh
31	-3	-5	5	-11
32	2	-5	15	-7
33	-1	3	8	3
34	-1	-3	1	7
35	-1	-4	-6	3
36	-1	1	12	1
37	1	10	-1	13
38	2	39	-20	8
39	-4	3	2	6
40	1	0	-5	2

Additional records follow:
No.	molecule	APJ agonist	tim23-1 inh	CCR6 antag	CHOP UPR activ	Mdm2 MdmX PPI
41	O=S(=O)(Cc1ccccc1Cl)CC(O)COc1ccccc1Cl (stereo not given)	1	28	10	0.0	-10
42	COC(=O)c1c(C)nc(C)c(C(=O)OC)c1-c1cccs1	-4	11	-1	-0.2	-4
43	O=C1CCC(=O)N1c1ccc(-c2nc3sc4c(c3c(=O)o2)CCC4)cc1	-4	31	8	3.9	6
44	CCC(=O)c1ccc(OCC(=O)OCC(=O)Nc2cccc(S(=O)(=O)N3CCCC3)c2)cc1	-2	16	-5	2.5	-20
45	O=C(O)c1ccc(-c2ccccc2)[nH]c1=O	-1	2	6	-0.3	0
46	O=C(Nc1cccc(C(F)(F)F)c1)Nc1ccc2[nH]c(=O)[nH]c2c1	2	8	7	-0.9	-1
47	COC(=O)CCC(=O)Nc1ccc(S(=O)(=O)N2CCCCCC2)cc1	-4	17	-2	1.4	12
48	Cc1ccc(O)c(NS(=O)(=O)c2cccc3nsnc23)c1	-1	15	-1	2.1	-3
49	CC1CCC(C(=O)NC(C(=O)NCc2cccnc2)C(C)C)CC1 (stereo not given)	-3	2	0	0.2	-12
50	CC(=O)Nc1ccc(S(=O)(=O)Nc2ccc(Cc3ccncc3)cc2)cc1	1	14	-6	0.8	4

No.	UPR XBP1 act	EBI2 antag	APJ antag	CXCR6 inh
41	0	2	-7	-3
42	2	1	-12	-7
43	-1	0	-22	-2
44	2	-7	0	-5
45	0	0	-30	-1
46	-2	-8	-5	-9
47	3	4	-1	3
48	-2	-17	-2	-9
49	-3	-2	9	-4
50	4	-3	6	-6

Next part
No.	molecule	APJ agonist	tim23-1 inh	CCR6 antag	CHOP UPR activ	Mdm2 MdmX PPI
51	OCC1(CCc2ccccc2)CCN(Cc2ccc3nsnc3c2)CC1	-4	-7	9	1.6	-13
52	C=CCSc1nnc2c(n1)OC(c1cccnc1)Nc1ccccc1-2 (stereo not given)	-2	9	-7	0.8	24
53	Cc1ccc2c(c1)C(c1ccc(F)cc1)N(C(=O)C1CC1)CC(=O)N2 (stereo not given)	-3	8	-7	1.4	21
54	CCCCNC(=O)c1ccc2c(c1)ncn2C1CCCC1	-2	-2	2	1.9	-1

No.	UPR XBP1 act	EBI2 antag	APJ antag	CXCR6 inh
51	-6	9	7	2
52	1	-10	2	-5
53	0	-9	-4	-3
54	7	1	1	1
